Compound activity: PubChem BioAssay, PCMD
Yeast eIF2B: eIF2B (yeast) activity modulation; S. cerevisiae eIF2B-epsilon R284H, GCN4-lacZ luminescence; inhibition, % at 25 µM (by protocol); hit rate 0.91% among 27,000; AID 688;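 active = mutant luminescence inhibited past about 50% while wild type luminescence and mutant growth stay under set limits, limit read from the data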; note: some compounds called inactive have numbers as strong as hits
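Material: yeast eIF2B-epsilon R284H mutant carrying GCN4–beta-galactosidase fusion. Medium: YPD yeast growth medium. Incubation: 16 h growth with compound at 30 °C, 90 min Beta-Glo step. Signal: Beta-Glo luminescence plus absorbance at 595 nm. Evaluation: % inhibition of reporter signal and growth versus controls. Doses: 25 µM single dose.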
Yeast growth tox: Compounds toxic to wild-type S. cerevisiae growth. A595 turbidity, 16 h. growth inhibition, % at 25 µM (by protocol). hit rate 0.3% among 30,000;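 active = mutant and wild-type yeast strains alike exhibit over 30% growth inhibition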;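 note: 0% = untreated cell controls and 100% = YPD media blanks without cells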
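Incubation: 16 h growth with compound, 30 °C; Material: S. cerevisiae wild-type or eIF2Bepsilon-R284H mutant strain; Signal: turbidity measured as absorbance at 595 nm; Medium: YPD yeast growth medium; Measure: growth inhibition (%) versus cell controls and blanks; Doses: 25 µM single dose.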
Yeast growth tox inhibition %: further read-out of Yeast growth tox, marked with its call; growth inhibition, %; S. cerevisiae eIF2Bepsilon-R284H mutant growth, A595 turbidity, 16 h;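 each compound tested once at 25 µM; 0% equals untreated cells and 100% equals cell-free medium blanks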
Yeast eIF2B mutant toxicity: second read-out of Yeast eIF2B, no call of its own (marks repeat the call); growth inhibition, %; measured here: mutant yeast growth, toxicity;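 each compound tested once at 25 µM; zero equals untreated control growth and 100 equals blank medium absorbance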
An asterisk follows results filed as active; / = not tested or not shown.

Each structure is followed by: Yeast eIF2B	Yeast eIF2B mutant toxicity	Yeast growth tox	Yeast growth tox inhibition %
> COc1ccc(NC(=O)C2CC(=O)NC3=C2C(=O)CC(C)(C)C3)cc1 (stereo not drawn)
→ 18	-17	39	-17
> O=C(O)Cc1ccc(NC(=O)c2ccc(NC(=O)c3ccco3)cc2)cc1
→ /	/	15	8
> CCCCN1C(=O)c2ccccc2C1C(=O)NC1CCCC1 (stereo not drawn)
→ -50	5	-5	5
> Cc1cccc(C(=O)NCc2nnc(SCC(=O)N3CCN(c4ccccc4)CC3)n2C)c1
→ -29	-4	-6	-4
> CC(=O)c1ccc(NC2OC(CO)C(O)C(O)C2O)cc1 (stereo not drawn)
→ 37	-18	-7	-18
> COc1cc(NC(=O)CCc2ccccc2)nc(OC)n1
→ 6	9	13	9
> CCOC(=O)CC(=O)CSc1nnc(Cn2c(=O)sc3ccccc32)n1C
→ 0	/	-7	0
> CCC(N)C12CC3CC(CC(O)(C3)C1)C2 (stereo not drawn)
→ -33	-21	45	-21
> CN(C)S(=O)(=O)N1CCN(c2cc(Cl)ccc2Cl)CC1
→ 19	8	3	8
> COCCCN1C(=O)C(=O)/C(=C(/O)c2ccc(C)cc2)C1c1ccccc1 (stereo not drawn)
→ 21	10	27	10
> CCn1cnc2cc(NCc3ccc(C)cc3)ccc21
→ /	/	-4	11
> CC1CCc2cc(F)ccc2N1C(=O)CCC(=O)O (stereo not drawn)
→ 16	19	19	19
> COc1ccc(C(=O)NCc2oc(-c3ccccc3)cc2C(=O)O)cc1
→ -14	4	10	4
> COc1ccc(-c2noc(CSc3nc(-c4ccccc4)cc(=O)[nH]3)n2)cc1OC
→ -12	/	/	/
> CCCOc1ccc(CN(CCO)CCO)cc1C(=O)OC
→ 12	4	18	4

Additional structures:
Each structure is followed by: Yeast eIF2B	Yeast eIF2B mutant toxicity	Yeast growth tox	Yeast growth tox inhibition %
> O=C(Cc1ccc(Cl)cc1)Nc1ccc2oc(-c3ccncc3)nc2c1
→ 0	-27	-45	-27
> CCC1C(=O)N=C(SCC(=O)Nc2ccccc2)NC1=O (stereo not drawn)
→ -14	9	17	9
> S=C(Nc1ccccc1)c1ccccn1
→ 23	30	17	30
> O=C1c2ccccc2C(=O)N1CCSc1n[nH]c(=S)s1
→ 4	22	9	22
> CC1(C)Cc2c(cnn2-c2ccccc2)-c2c1c1ccccc1n2CC(O)CCl (stereo not drawn)
→ 7	4	-4	4
> O=C(COC(=O)Cn1cnc2ccccc21)NCCc1ccc(Cl)cc1
→ 12	-24	-4	-24
> O=C(Nc1ccc(S(=O)(=O)N2CCOCC2)cc1)C1CCCCC1
→ 7	/	31	0
> O=C(CSc1nnc(-c2cccc(S(=O)(=O)N3CCOCC3)c2)n1C1CCCCCC1)NCc1ccccc1
→ /	/	5	15
> N#Cc1c(NC(=O)c2nc3ncccn3n2)sc2c1CCCCC2
→ 17	-14	8	-14
> CCOc1cc(C(=O)NC(C)CC)cc(OCC)c1OCC (stereo not drawn)
→ -78	10	-4	10
> NS(=O)(=O)c1ccc(Cc2ncc(C(F)(F)F)cc2Cl)s1
→ 23	8	10	8
> COc1ccc(CN(Cc2cc3ccc(C)cc3[nH]c2=O)Cc2nnnn2C2CCCC2)cc1
→ 17	-13	-7	-13
> CS(=O)(=O)c1ccc2nc(NC(=O)C3C4C=CC(C4)C3C(=O)O)sc2c1 (stereo not drawn)
→ 55*	-6.9*	10	-7
> Nc1ccc2oc(-c3ccccn3)nc2c1
→ 13	4	16	4
> Cc1ccc(OCc2nnc(SCC(=O)CC(=O)Nc3ccccc3)o2)cc1
→ 3	9	-16	9

New compounds follow
Each structure is followed by: Yeast eIF2B	Yeast eIF2B mutant toxicity	Yeast growth tox	Yeast growth tox inhibition %
> CC(=O)c1cccc(NC(=O)c2cc(-n3cnnc3)ccc2Cl)c1
→ -4	11	15	11
> Cn1c(-c2sc3cc(C(F)(F)F)cnc3c2-c2cccnc2)n[nH]c1=S
→ 7	-2	-2	-2
> CCN(CC)c1nc2ccccc2nc1-n1nc(C)cc1C
→ -47	-10	2	-10
> CC(=O)N(C)c1nnc(-c2ccccn2)s1
→ -28	/	1	0
> CC(C)(C)NC(=O)CC(c1ccccc1)c1ccccc1O (stereo not drawn)
→ -25	11	23	11
> COC(=O)c1[nH]c2ccc(Cl)cc2c1NC(=O)CCN1CCOCC1
→ 16	14	1	14
> Cc1cc(OCc2nc(-c3cccnc3)no2)c(C)cc1Br
→ -38	-6	-14	-6
> O=Cc1cn(-c2ccccc2)nc1-c1cc2ccccc2oc1=O
→ 12	-23	-24	-23
> O=C(Cn1cnc2scc(-c3ccccc3)c2c1=O)N1CCOCC1
→ 26	-12	0	-12
> CCc1ccc(OCC(=O)N(C)CCC#N)c(Br)c1
→ 31	/	-6	0
> COc1cccc(C2CC(c3cccs3)Nc3ncnn32)c1 (stereo not drawn)
→ 33	3	-9	3
> Cc1cc(C(=O)CN2C(=O)NC(c3ccccc3)(c3ccccc3)C2=O)c(C)n1Cc1ccccc1
→ -14	-19	-48	-19
> NC(=O)CN1C(=O)C2C3C=CC(C3)C2C1=O (stereo not drawn)
→ 10	29	-2	29
> Cc1nnc(N2C(=O)c3cccc4cccc(c34)C2=O)s1
→ 24	16	3	16
> CCOc1ccc(S(=O)(=O)n2nnc3ccccc32)cc1C
→ /	/	-14	7

The list continues:
Each structure is followed by: Yeast eIF2B	Yeast eIF2B mutant toxicity	Yeast growth tox	Yeast growth tox inhibition %
> Cc1ccc(OC2=NS(=O)(=O)c3ccccc32)cc1
→ /	/	11	23
> CC(=O)N1CCN(c2nc3cc4c(cc3nc2NS(=O)(=O)c2ccccc2)OCCO4)CC1
→ 7	-5	6	-5
> CC(=O)N(Cc1ccc(F)cc1)C1=C(NCc2ccccc2)C(=O)c2ccccc2C1=O
→ 28	/	15	0
> CCCCN(C(=O)CNC(=O)c1ccco1)C(C(=O)NC1CCCCC1)c1ccc(OC)cc1OC (stereo not drawn)
→ -16	-8	0	-8
> CN(C1CCCCC1)S(=O)(=O)c1ccc(-n2cnnn2)cc1
→ 16	11	16	11
> CCc1ccc2[nH]c(=O)c(CN(CCCO)C(=O)NCc3ccccc3)cc2c1
→ /	/	11	0
> CCOC(=O)c1cnc(-c2ccccc2)nc1N(C)C
→ 13	22	10	22
> CC(CC(=O)O)NCC1COc2ccccc2O1 (stereo not drawn)
→ 23	-21	-8	-21
> Cc1cccc(OCCOCCN2CCOCC2)c1C
→ 18	9	11	9
> CCOc1ccccc1C1CC(=O)NC2=C1C(=O)CCC2 (stereo not drawn)
→ 17	-9	12	-9
> O=C(O)C1C(C(=O)Nc2ccc(Cl)cc2)C2C=CC1C21CC1 (stereo not drawn)
→ /	/	9	18
> Brc1ccc(-c2cn3nc4c(nc3n2)CCCC4)cc1
→ 27	-3	20	-3
> O=C(Nc1cc(N2CCOCC2)ncn1)NC1(C(F)(F)F)Oc2ccccc2O1
→ 32	2	-14	2
> COc1ccc(OC)c2[nH]c(=O)c(CCNC(=O)c3ccc(S(=O)(=O)N(C)C)cc3)cc12
→ /	/	8	13
> Cc1ccc(N2CCN(C(=O)CNS(=O)(=O)c3ccc(Br)s3)CC2C)cc1 (stereo not drawn)
→ /	/	9	5

Following part.
Each structure is followed by: Yeast eIF2B	Yeast eIF2B mutant toxicity	Yeast growth tox	Yeast growth tox inhibition %
> Clc1ccc(-c2nc(N3CCCCC3)nc3ccccc23)cc1
→ 19	-3	-29	-3
> CN1C(=O)CSC1=NCC12CC3CC(CC(C3)C1)C2
→ 27	27	15	27
> O=C(Cc1c(O)c2ccccc2[nH]c1=O)NC1CCCCCC1
→ -40	-14	-17	-14
> CC1CCCCN1C(=O)c1cc(-c2ccc(Cl)c(Cl)c2)on1 (stereo not drawn)
→ 18	5	2	5
> COc1ccc(NC(C)=O)cc1NC(=O)CCn1c(=O)sc2ccccc21
→ 3	-4	-3	-4
> CN1CCN(C(=O)CSc2nc(-c3ccncc3)ccc2C#N)CC1
→ 71*	/	12	2
> COC(=O)c1ccc(Cl)c(NC(=O)CSc2ncn[nH]2)c1
→ 18	6	18	6
> O=S(=O)(Cc1ccccc1)NCc1ccccn1
→ /	/	19	11
> O=C(Nc1ccccc1N1CCOCC1)c1cccs1
→ 1	12	-2	12
> O=S1(=O)CCC(N2CCOCC2)C1 (stereo not drawn)
→ /	/	30	10
> CCN(C(=O)CSc1nc2nc(C)cc(C)n2n1)c1cccc(C)c1
→ 22	/	21	0
> Cc1nnc(SCc2ccc(F)cc2)s1
→ 8	25	-5	25
> CCn1c(=O)c(C(=O)NCc2ccc(OC)c(OC)c2)c(O)c2ccccc21
→ 14	-4	8	-4
> COc1cccc(C(=O)NC2=NCCS2)c1OC
→ 15	9	14	9
> Cc1cc(NC(=O)c2cc3ccccc3o2)cc(C)c1OCC(=O)N1CCOCC1
→ 14	3	7	3

One compound at a time, from the list above. Order of screens: Yeast eIF2B | Yeast eIF2B mutant toxicity | Yeast growth tox | Yeast growth tox inhibition %
Listed for O=C1c2ccccc2C(=O)N1CCSc1n[nH]c(=S)s1 : 4 | 22 | 9 | 22
Listed for COc1cccc(C2CC(c3cccs3)Nc3ncnn32)c1 (stereo not drawn) : 33 | 3 | -9 | 3

(further entries)
Each structure is followed by: Yeast eIF2B	Yeast eIF2B mutant toxicity	Yeast growth tox	Yeast growth tox inhibition %
> COc1ccccc1NC(=O)CS(=O)(=O)c1cccc2nsnc12
→ 15	-5	-6	-5
> Cc1ccc(-c2nnc(N3CCN(C(=O)CSc4ncn[nH]4)CC3)c3ccccc23)cc1
→ -1	9	-27	9
> C=C(C)CNC(=S)NNC(=O)c1ccco1
→ 16	-5	17	-5
> CCOC(=O)c1cc(NC(=O)NCc2ccco2)c(C)nc1C
→ -22	14	22	14
> Cc1cc(Nc2ccccc2)nc(N2CCOCC2)n1
→ /	/	-6	20
> CC(C)COc1ccc(/C(=N/O)c2ccccc2)cc1
→ -42	16	18	16
> N#CC1(c2ccccc2)CCCN1C(=O)c1ccc(Br)cc1 (stereo not drawn)
→ 23	16	7	16
> COc1ccc(-c2nnc(SCC(=O)Nc3ccc(C)cc3)n2C)cc1
→ 24	-9	-3	-9
> O=[N+]([O-])c1cccnc1N1CCC(c2cc(-c3cccc(C(F)(F)F)c3)n[nH]2)CC1
→ 16	9	9	9
> O=C(c1ccc(Br)s1)N1CCCC1
→ -13	5	-3	5
> COc1cccc(-c2nn(-c3ccccc3)cc2CO)c1
→ -9	12	28	12
> c1csc(-c2nnc(Cc3cccc4ccccc34)o2)c1
→ /	/	11	-18
> Cc1ccc(C2c3c(oc4ccccc4c3=O)C(=O)N2CCCN2CCOCC2)o1 (stereo not drawn)
→ /	/	10	11
> CN(CCC(=O)Nc1ccc2c(c1)OCO2)Cc1ccccc1
→ 6	/	/	/
> COCCCNC(=O)CSC1=Nc2ccccc2C2=NC(Cc3c[nH]c4ccccc34)C(=O)N12 (stereo not drawn)
→ 25	15	19	15

Gathered by group: the entries above containing a cyano group
Each structure is followed by: Yeast eIF2B	Yeast eIF2B mutant toxicity	Yeast growth tox	Yeast growth tox inhibition %
> N#Cc1c(NC(=O)c2nc3ncccn3n2)sc2c1CCCCC2
→ 17	-14	8	-14
> CCc1ccc(OCC(=O)N(C)CCC#N)c(Br)c1
→ 31	/	-6	0
> CN1CCN(C(=O)CSc2nc(-c3ccncc3)ccc2C#N)CC1
→ 71*	/	12	2
> N#CC1(c2ccccc2)CCCN1C(=O)c1ccc(Br)cc1 (stereo not drawn)
→ 23	16	7	16

Additional records follow:
Each structure is followed by: Yeast eIF2B	Yeast eIF2B mutant toxicity	Yeast growth tox	Yeast growth tox inhibition %
> CC1=C(C(=O)N2CCc3ccccc32)C2(CCC(C)CC2)OC1=O (stereo not drawn)
→ 5	-4	19	-4
> COc1ccc(C2NC(=O)NC(O)(C(F)(F)F)C2C(=O)c2ccc(F)cc2)cc1 (stereo not drawn)
→ -14	/	/	/
> O=C(NC1CCCC1)c1noc2c1CCCCC2
→ 13	3	6	3
> CC(=O)Nc1nc(N)n(-c2ccccc2)n1
→ 10	-11	25	-11
> CCCC1=C(C(=O)OCC)C(c2ccccc2OCC)NC(=O)N1C (stereo not drawn)
→ -5	/	-8	0
> CCCCCCCOC(=O)C1=C(C)Nc2ncnn2C1c1cccs1 (stereo not drawn)
→ 25	5	-4	5
> CC(=O)Nc1ccc(S(=O)(=O)N2CCN(c3nc(NC4CCCC4)c4ccccc4n3)CC2)cc1
→ 19	7	19	7
> NC(=O)NCC12CC3CC(CC(C3)C1)C2
→ 16	-18	7	-18
> CCOC(=O)Cc1nn(CCc2ccccn2)c(=O)c2ccccc12
→ 13	4	14	4
> CCC(Sc1n[nH]c(=O)[nH]c1=O)C(=O)OCc1ccccc1 (stereo not drawn)
→ /	/	3	5
> N#Cc1nc(COc2ccc(F)cc2)oc1NCCCn1ccnc1
→ 22	/	9	0
> O=C(N1CCCCC1)N1CCN(C(c2ccccc2)c2ccccc2)CC1
→ /	/	10	10
> Cc1ccc(F)c(NC(=O)CCc2ccccc2)c1
→ 20	10	18	10
> CCOC(=O)C1(C(F)(F)F)N=C(C(F)(F)F)Nc2ccccc21 (stereo not drawn)
→ /	/	4	8

The list is partial (hit frequency here may not be typical).
